Screening results from PubChem.
UBC13 polyUb: blocks human UBC13 polyubiquitin chain formation; P61088; TR-FRET; inhibition, % at 20 µM; actives 0.47% (n = 330,000); AID 485273; in the data active means inhibition above about 45%, passing the limit was not always enough
SENP6 inh: inhibitors of human SENP6 protease; Q9GZR1; Recombinant SENP6 catalytic domain, aminoluciferin luminescence; inhibition, % at 10 µM; actives 1.8% (n = 330,000); AID 2599;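 active means inhibition above about 50% at the single tested dose, limit read from the data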;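 further: plate controls were DMSO wells with enzyme for no effect and DMSO wells lacking enzyme for full effect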
SENP1 FRET inh: blocks the human SENP1 SUMO protease catalytic domain; recombinant SENP1 catalytic domain, CyPet-SUMO1-YPet FRET cleavage; Q9P0U3; actives 0.21% (n = 360,000); AID 624204; inhibition, % at 10 µM;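 active means inhibition at least 30% at 10 µM, raw YFP signal under a set limit, fluorescence ratio 0.5 to 1.5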;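 further: 0% = enzyme with DMSO and 100% = no enzyme wells; some results filed as inactive read as strong as hits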
Target sequence (Q9P0U3 419-644 limits assumed): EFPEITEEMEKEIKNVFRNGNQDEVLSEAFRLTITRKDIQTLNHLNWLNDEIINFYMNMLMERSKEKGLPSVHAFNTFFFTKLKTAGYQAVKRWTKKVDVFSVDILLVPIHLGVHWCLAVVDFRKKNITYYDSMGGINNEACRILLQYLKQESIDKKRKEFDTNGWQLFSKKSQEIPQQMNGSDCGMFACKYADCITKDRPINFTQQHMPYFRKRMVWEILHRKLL
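Material: hSENP1 catalytic domain, recombinant; medium: Tris pH 8 with BME, BSA, NP40 and catalase; compound: single concentration of 10 µM compound, 0.5% DMSO final; technique: FRET read of cyan and yellow fluorescence; timing: 50 min enzyme reaction, room temperature, light-protected; reagent: SFCypet-SUMO1-SFYpet substrate at 25 nM; control set: no-enzyme low, enzyme-DMSO high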
SENP8 block-1: inhibitors of human SENP8 protease. Q96LD8. recombinant SENP8, Nedd8 substrate fluorescence. inhibition, % at 20 µM. actives 0.64% (n = 360,000). AID 602440; in the data active means inhibition mostly above about 40%, no sharp cut-off; inactive means mostly below about 27%
Target sequence (Q96LD8 whole entry, looked up): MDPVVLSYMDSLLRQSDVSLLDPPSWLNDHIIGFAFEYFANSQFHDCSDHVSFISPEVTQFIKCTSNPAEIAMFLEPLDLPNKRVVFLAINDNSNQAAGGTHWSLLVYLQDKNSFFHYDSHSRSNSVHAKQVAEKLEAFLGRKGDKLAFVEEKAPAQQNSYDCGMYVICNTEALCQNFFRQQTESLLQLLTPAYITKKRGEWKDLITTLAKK
APOBEC3G inh: inhibitors of human APOBEC3G DNA deaminase | AID 493012 | inhibition, % at 20 µM | actives 0.28% (n = 330,000) | recombinant A3G, ssDNA deamination FAM/TAMRA fluorescence | Q9HC16;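 active means inhibition of at least 40% at 20 µM, with no more than 30% in the related APOBEC3A deaminase screen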;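 further: plate controls were DMSO wells with A3G for no effect and wells lacking A3G enzyme for full effect; some compounds called inactive have numbers as strong as hits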
Target sequence (Q9HC16 whole entry, looked up): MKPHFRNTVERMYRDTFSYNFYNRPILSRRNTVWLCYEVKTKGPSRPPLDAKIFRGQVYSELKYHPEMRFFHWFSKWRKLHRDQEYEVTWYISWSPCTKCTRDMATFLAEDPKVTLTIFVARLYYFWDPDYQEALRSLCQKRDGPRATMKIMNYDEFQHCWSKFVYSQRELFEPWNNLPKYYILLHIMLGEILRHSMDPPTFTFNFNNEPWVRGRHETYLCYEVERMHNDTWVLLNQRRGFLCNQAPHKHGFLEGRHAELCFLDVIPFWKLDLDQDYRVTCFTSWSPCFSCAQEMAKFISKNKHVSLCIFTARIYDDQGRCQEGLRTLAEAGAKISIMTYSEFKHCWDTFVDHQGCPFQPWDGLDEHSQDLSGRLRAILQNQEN
Apaf1 inhib: inhibitors of human Apaf-1 apoptosome | inhibition, % at 20 µM | actives 0.71% (n = 330,000) | reconstituted apoptosome caspase-3 activity, DEVD-Rh110 fluorescence | O14727; active means inhibition of at least 40% at 20 µM;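 further: plate controls were DMSO wells for no effect and DEVD-CHO caspase inhibitor wells for full effect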
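System – cell-free apoptosome with Apaf-1, procaspase-3 and caspase-9 · Buffer or medium – pH 7.5 Hepes buffer with CHAPS, BSA, DTT · Also added – cytochrome c with DEVD-Rh110 · Times – 30 min compound preincubation, 50 min activation, room temperature · Technique – Rh110 fluorescence intensity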
SENP8 block-2: SENP8 protease inhibition. AID 2540. Q96LD8. actives 1.2% (n = 330,000). inhibition, % at 10 µM. purified SENP8, Z-RLRGG-aminoluciferin cleavage, luminescence; in the data active means inhibition above about 50%
SENP7 block: SENP7 protease inhibition; Q9BQF6; recombinant SENP7, Z-RLRGG-aminoluciferin luminescence, 40 min; inhibition, % at 5 µM; actives 1.5% (n = 330,000);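 active means inhibition above about 50% at the single test dose, limit read from the data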;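 further: plate controls were DMSO with enzyme for no effect and no enzyme buffer wells for full effect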
Active calls of the source: *; i = inactive; / = not tested or not shown.

Values run as follows: UBC13 polyUb	SENP6 inh	SENP1 FRET inh	SENP8 block-1	APOBEC3G inh	Apaf1 inhib	SENP8 block-2	SENP7 block
1	CN1COc2ccc3ccccc3c2C1
 : -21	-5	1	1	2	12	-2	2
2	CC(NC(=O)c1ccc(Cl)cc1)C(=O)NC1=NCCS1 (stereo unspecified)
 : 5	-7	1	8	-5	-13	1	1
3	CCOC(=O)C1=CN(Cc2cccc(I)c2)S(=O)(=O)N(C)C1C (stereo unspecified)
 : /	/	1	3	5	18	/	3
4	COc1ccccc1/C=C/C=N/n1c(-c2ccc(C)cc2)n[nH]c1=S
 : -4	-5	3	-7	-1	9	-4	-1
5	CC(C)(C)c1ccc(OCCCC(=O)Nc2cccc(S(=O)(=O)N3CCOCC3)c2)cc1
 : -4	11	-2	0	-11	25	0	6
6	CCOCCCNC(=O)C(NC(=O)c1ccccn1)c1ccc(C)cc1 (stereo unspecified)
 : -12	-19	2	24	-8	11	-1	-4
7	CS(=O)(=O)c1ccc(N2CCN(c3ccccn3)CC2)c([N+](=O)[O-])c1
 : -11	-4	2	12	-8	5	7	-1
8	Cc1ccc(NC(=O)CCC(=O)OC(C(=O)c2ccc(C)c(C)c2)c2ccccc2)c(C)c1 (stereo unspecified)
 : 9	1	0	13	-4	3	-7	-10
9	O=C(c1ccc(Br)o1)N(Cc1ccccc1)c1ccccn1
 : -1	-20	2	14	-7	3	-9	1
10	CCCn1nc(C(=O)Nc2cc(C(=O)OC)ccc2C)c2ccccc2c1=O
 : 5	-21	2	-2	-4	-7	-11	-8
11	Cc1cccc(Nc2nc(N3CCCC3)nc(N3CCCC3)n2)c1
 : 14	-1	-1	13	-3	7	-5	-15
12	Cc1ccccc1NC(=O)c1cccc(N2C(=O)C3CCCCC3C2=O)c1 (stereo unspecified)
 : 7	-20	1	7	-1	3	-4	2
13	COc1ccc(C(=O)Nn2c(C)nc3ccccc3c2=O)cc1[N+](=O)[O-]
 : 9	-38	2	21	-6	0	-6	-8
14	CCc1ccc(-c2cc(C)no2)cc1S(=O)(=O)Nc1ccc(C)cn1
 : -7	5	0	-320	3	-3	-3	0
15	Cc1ccccc1NC(=O)NC1CCCc2ccccc21 (stereo unspecified)
 : -1	-2	0	3	0	12	3	4
16	O=C(CCCn1c(=S)[nH]c2cc3c(cc2c1=O)OCO3)N1CCN(c2ccccc2)CC1
 : -1	-3	1	12	-9	16	-6	-10
17	NC(=O)C1CCN(C(=O)/C=C/c2cccc(Br)c2)CC1
 : 5	-28	2	20	-5	-16	1	-2
18	Cc1ccc(C)c(N(CC(=O)NC(C)C)C(=O)CCC(=O)Nc2ccccn2)c1
 : 1	2	2	4	-1	-7	3	1
19	CC(=O)Nc1ccn(Cc2c(F)cccc2Cl)n1
 : -4	11	-8	9	-4	-16	-12	-6
20	CC(C)c1ccc(C2(C)NC(=O)N(CC(=O)NC3CCCC(C)C3C)C2=O)cc1 (stereo unspecified)
 : -1	-19	2	1	-12	24	-19	-5
21	COc1cccc(CNS(=O)(=O)c2c(C)nc3scc(C)n3c2=O)c1
 : 1	2	0	-414	2	0	-3	18
22	Cc1cccc(NC(=O)CSc2nc3[nH]ncc3c(=O)[nH]2)c1
 : 5	4	1	-8	-4	-2	-6	-1
23	C/C(=N\NC(=O)Cn1nc(C)c(Br)c1C)c1cccs1
 : -6	-18	1	12	-10	2	-9	-7
24	Cc1cccc(Nc2nc3c(c(=O)n(C)c(=O)n3C)n2CC(O)CO)c1 (stereo unspecified)
 : 4	-10	-1	-19	1	7	5	15
25	Cc1cc(NC(=O)COc2ccc(Cl)cc2Cl)n(CCC#N)n1
 : -5	8	0	14	-7	-28	5	-1
26	Cc1ccc(-c2cc(-c3ccc(F)cc3)n[nH]2)c(O)c1
 : 13	83*	-1	2	-4	8	79*	76*
27	N#Cc1ccccc1CSc1nnc(-c2ccncc2)o1
 : -1	1	2	22	-5	3	-14	-7
28	O=C(Nc1ccc(CN2CCCCC2)cc1)c1cc(Br)ccc1Cl
 : -2	8	-1	22	-3	4	-9	-5
29	COc1ccc(OCC(=O)Nc2ncc3c(n2)CC(C)(C)CC3=O)cc1
 : 2	-8	1	21	-3	-4	3	7
30	COC(=O)c1ccccc1NC(=S)N(Cc1ccc2c(c1)OCO2)Cc1cc2ccc(OC)cc2[nH]c1=O
 : 6	2	0	-40	-8	3	-4	-6
31	CC(C)C(NC(=O)C12CC3CC(CC(C3)C1)C2)C(=O)O (stereo unspecified)
 : 0	-2	0	25	1	-10	-1	-9
32	Oc1ccccc1CN1CCCC(N2CCc3ccccc3C2)C1 (stereo unspecified)
 : 5	11	-4	11	-5	-8	-3	7
33	O=C(O)C1CCN(C(=O)COc2ccc3c4c(c(=O)oc3c2)CCC4)CC1
 : 7	0	-3	i	-2	0	0	5
34	COc1ccc(/C=C(/NC(=O)c2ccco2)C(=O)Nc2ccc(C(=O)O)cc2)cc1
 : -3	11	0	6	-4	-1	9	-3
35	O=C(Cn1[nH]c(=O)c2ccccc2c1=O)N1CC=C(c2ccccc2)CC1
 : -8	-5	-3	7	-3	23	-9	-2
36	O=C(COc1ccc(Cl)cc1)Nc1ccccc1Cl
 : -3	2	-1	10	25	7	-7	-16
37	C#Cc1cccc(-n2nnc(C(C)=O)c2C)c1
 : -7	-13	4	0	9	-4	-12	-9
38	COc1ccc(C(=O)CSc2[nH]c(=O)cc(C(F)(F)F)c2C#N)cc1
 : -3	-3	-10	1	-1	-7	-12	9
39	CCOC(=O)c1c(NC(=O)COC(=O)c2cnccn2)sc(C(=O)NC)c1C
 : -6	-15	-1	-3	-7	2	-7	-7
40	Cc1ccc2c(c1)N(CC(=O)NCc1cccs1)C(=O)C(C)O2 (stereo unspecified)
 : 6	-4	5	17	-4	2	-3	3
41	N/C(=N\c1nc2c(c(=O)[nH]1)CCCC2)Nc1ccccc1
 : 6	2	0	16	-1	-2	4	1
42	COc1ccc(CCN(C)C(=O)C23CC4CC(CC(Cl)(C4)C2)C3)cc1OC
 : 3	-23	0	2	-7	17	-4	9
43	C=CCC[C@H](Cc1ccc(F)cc1)C(=O)OC[C@H](Cc1c[nH]c2ccccc12)NC(=O)[C@H](CC=C)CC(=O)N(CCO)Cc1ccccc1
 : -8	-5	1	-1	-6	15	13	-4
44	COCc1cc(C)nc(OCC(=O)N/N=C/c2ccccc2)c1C#N
 : 7	8	2	18	-8	0	0	5
45	Cc1snc(SCC(=O)N/N=C(\N)COc2cccc(C(F)(F)F)c2)c1C#N
 : -19	-3	-3	14	4	16	-6	-7

Only SENP8 block-1, SENP6 inh and Apaf1 inhib, for 3 of the compounds above:
No.	Structure	SENP8 block-1	SENP6 inh	Apaf1 inhib
36	O=C(COc1ccc(Cl)cc1)Nc1ccccc1Cl	10	2	7
37	C#Cc1cccc(-n2nnc(C(C)=O)c2C)c1	0	-13	-4
38	COc1ccc(C(=O)CSc2[nH]c(=O)cc(C(F)(F)F)c2C#N)cc1	1	-3	-7

Continued.
Values run as follows: UBC13 polyUb	SENP6 inh	SENP1 FRET inh	SENP8 block-1	APOBEC3G inh	Apaf1 inhib	SENP8 block-2	SENP7 block
46	CCN(CC)CCN(C)Cc1ccc(Br)cc1
 : -3	-6	-12	4	-7	-10	18	-4
47	Cc1ccc(Nc2nc(/N=C/NO)n[nH]2)cc1C
 : -17	-24	3	10	-2	-3	15	30
48	C=CCc1c(O)nc(SCC(=O)c2ccccc2)[nH]c1=O
 : 1	-6	-3	29	-6	-7	0	-1
49	O=C(Nc1nccs1)c1cnccn1
 : -11	-10	1	21	-2	-3	-6	4
50	COc1ccc(/C=N/n2cc(-c3ccc(OC)cc3)nc2N)cc1
 : -4	5	-15	-34	0	6	-3	4
51	O=c1cc(-c2ccc(O)c(O)c2)oc2cc(O[C@@H]3O[C@H](CO)[C@@H](O)[C@H](O)[C@H]3O)cc(O)c12
 : 27	17	34*	27	-3	7	9	-4
52	COc1ccccc1CNC(=O)CSc1ccc(C(=O)Nc2ccccc2OC)cc1[N+](=O)[O-]
 : -8	-7	3	28	-8	1	1	-8
53	N#CSC(c1ccccc1)c1nc2ccccc2[nH]c1=O (stereo unspecified)
 : 8	4	-2	-76	-7	5	-2	7
54	O=C(O)CCN(CC(=O)c1ccc(Cl)cc1)S(=O)(=O)c1ccc([N+](=O)[O-])cc1
 : -6	-7	3	17	-3	-4	-5	-5
55	CCOC(=O)c1c(C(C)(C)C)oc2ccc(OCC#N)cc12
 : 0	22	0	23	0	20	3	10
56	CN1C(=O)[C@H]2[C@@H](C3CC3)N3C(=O)CN(Cc4ccccn4)C(=O)[C@@]3(Cc3ccccc3)[C@H]2C1=O
 : 3	-4	1	6	-9	-6	-3	-2
57	CC(C)Nc1nnc(SCC(=O)Nc2sccc2C#N)s1
 : 6	11	-2	-8	-3	-7	4	6
58	COCCNC(=O)C(c1ccc(F)cc1)N(CCOC)C(=O)CCC(=O)Nc1nccs1 (stereo unspecified)
 : -3	-15	1	17	-5	-6	1	13
59	COC(=O)c1c(C)nc(C)c(C(=O)OC)c1-c1ccc(OC)c(OC)c1
 : 0	-8	0	-3	-9	11	-13	-5
60	COc1ccccc1C(=O)Nc1ccc(C(=O)N2CCCCC2)cc1
 : -1	-11	-1	-3	-9	-4	-22	-15
61	CCN(c1ccccc1)S(=O)(=O)c1ccc(C(=O)OC(C)C(=O)NCCC2=CCCCC2)cc1 (stereo unspecified)
 : -13	-25	1	4	-7	20	-9	-1
62	CC1CCC2C(=O)N(c3cccc(C(=O)Nc4ccccc4Cl)c3)C(=O)C2C1 (stereo unspecified)
 : 3	-14	3	4	-6	11	2	2
63	COC(=O)c1ccc2c(=O)[nH]c(CSc3nc(-c4ccc(F)cc4)cs3)nc2c1
 : 2	-9	-14	-33	-1	-3	0	-2
64	O=C(CSc1nnnn1Cc1ccccc1)Nc1cccc(F)c1
 : 6	5	1	1	-9	2	0	1
65	Brc1ccccc1Cn1cnc2ccccc21
 : 0	-22	1	6	-5	-1	5	6
66	CNc1ccccc1C(=O)OC(C)C(=O)Nc1ccc(S(=O)(=O)N2CCCC2)cc1 (stereo unspecified)
 : 13	-7	-3	-479	-1	10	4	-1
67	Cc1cc(C(=O)CSc2nnc3ccccn23)c(C)n1-c1ccccc1
 : 1	62*	-2	6	-6	3	37	52*
